# Screening results deposited in PubChem BioAssay by several laboratories.
# Ins promoter up = insulin promoter activators in MIN6 cells, imaging, high-content screening, mouse beta cells; MIN6 insulin promoter-GFP reporter; active compounds read high; z-score at 5 µM; hit rate 0.3% among 190,000;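 active = z-score above 3 at 5 µM with at least 500 cells counted in the well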
# T cell modulator = modulators of CD8 T cell-vesicle binding, primary screen, mouse 2C CD8+ T cells, flow cytometry; 2C CD8+ T cell-vesicle binding; active compounds read low; calls only at 7 µM; hit rate 0.068% among 330,000; AID 2052, 2009;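 active = response, share of CD8 T cells binding vesicles, and their 90th percentile fluorescence all below set limits, cut at about 80% in these data, passing the limit was not always enough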
#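 Read-out – percent CD8+ FL2 mean versus row control · System – murine 2C transgenic CD8+ T lymphocytes · Times – 1.5 h cell–vesicle binding at 37 °C, then 20 min icy labelling · Control set – naked vesicles low, QL9 vesicles with vehicle high · Detection – cytometric PE anti-B7-1 and Alexa647 anti-CD8 signals after 1% paraformaldehyde fixation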
# b-catenin transl = modulators of beta-catenin nuclear translocation, primary screen, imaging, HeLa cells, immunofluorescence, high-content; nuclear translocation activity, % at 5 µM; hit rate 0.3% among 190,000;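 active = nuclear translocation activity above 50% at 5 µM, with a well cell count of 50 or more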;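 also: per-cell ratio of nuclear to cytoplasmic median beta-catenin stain intensity; plate controls were DMSO negative control for no effect and GSK-3 inhibitor IX positive control for full effect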
#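 Technique: fluorescence imaging of beta-catenin antibody stain plus DAPI / Material: human HeLa cell line / Incubation: compound treatment 24 h, 37°C, 5% CO2 / Read-out basis: % activation of per-cell nuclear versus cytoplasmic median beta-catenin signal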
# TNAP activation fold = human TNAP enzyme activators, primary screen, biochemical, luminescent, no phosphate acceptor, uHTS (AID 1001) | Alkaline phosphatase, tissue-nonspecific isozyme (Homo sapiens) | purified TNAP, luminescent activation assay, no phosphate acceptor; higher activation fold means a stronger effect | one-dose activation fold at 20 µM; EC50 in µM for titrated hits | hit rate 0.03% among 200,000; in the data active = activation fold from about 3, or a potency from the dose series; inactive = the rest, 99 in 100 with activation fold below about 1.6; also: many of its hits are not listed in these tables
# human PMI inhibition = inhibitors of human PMI, primary screen, biochemical, fluorescence intensity, coupled assay (AID 1209). Mannose-6-phosphate isomerase (Homo sapiens). purified PMI enzyme, coupled fluorescence intensity; higher % means a stronger effect. inhibition, % at 20 µM; hits with a dose series show IC50 in µM. hit rate 0.42% among 190,000; in the data active = inhibition above about 50%;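 also: plate controls were DMSO vehicle for no effect and wells lacking substrate for full effect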
# Myeloid diff 2 = induction of myeloid progenitor differentiation, primary screen, cell-based, flow cytometry, MLPCN library; ER-HoxA9 myeloid progenitors, lysozyme-GFP differentiation; AID 624256, 2012; hit rate 1% among 360,000; calls only at 10 µM;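 active = normalized GFP-positive differentiation at or above the plate's own cutoff, the solvent-only control mean plus 3 SD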;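 also: cells exposed to compound for four days before flow analysis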
# Dynein cargo inh = inhibitors of GR-EGFP nuclear translocation, primary screen, dynein cargo transport inhibitor project, imaging, high-content, 3617.4 mouse cells | test concentration mostly 20 µM; stimulated with dexamethasone, 1 µM; active compounds read low | hit rate 0.47% among 220,000 | z-score, hits read low | AID 1381, 2008;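 active = plate z-score of nuclear minus cytoplasmic receptor signal below a set negative limit, without overly bright fluorescence or cell loss, cut at about -3.5 in these data, passing the limit was not always enough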;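 also: z-score of nuclear minus cytoplasmic ring GR-EGFP intensity difference per well; some compounds called inactive have numbers as strong as hits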
#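 Buffer or medium: tet-free, stripped-serum medium; Also added: dexamethasone, 1.0 µM final; Technique: high-content fluorescence imaging after fixation; Times: 48 h induction, 1 h compound, 30 min dex at 37 °C; Read-out: per-cell GR-EGFP intensity, nucleus versus surrounding cytoplasmic ring, well-averaged.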
# Lipid droplet = inhibitors of hepatocyte lipid droplet formation, primary screen, imaging, high-throughput imaging, BODIPY stain | inhibition, % at 6.5 µM | AML12 mouse hepatocytes, oleate lipid droplets | hit rate 0.4% among 240,000;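 active = lipid droplet intensity inhibited by at least 50%, with more than 500 cells counted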
#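 Assay system: AML12 hepatocytes (mouse); Probe or stimulus: oleic acid at 100 µM to induce lipid droplet formation; Dosing: compound at 6.5 µM only; Schedule: compound with oleate, overnight; Detection: fluorescence imaging, 20x objective, two fields per well; Measure: % inhibition of lipid droplet signal.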
# MT stabilizer = microtubule stabilizers in HeLa cells, primary screen, imaging, high-content imaging. AID 2205, 2009. hit rate 0.83% among 200,000. HeLa tubulin immunostaining HCS, 24 h; share of cells brighter than vehicle mean+2SD. % tubulin-high responders, % at 10 µM;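 active = plate Z-score above 3 for both tubulin-high and condensed-nucleus cell shares, with cell loss under 80%, at 10 µM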;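 also: anti alpha tubulin signal scored within the nucleus-defined area of each cell; some results filed as inactive read as strong as hits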
# Dynein cargo inh cytoplasmic EGFP = further read-out of Dynein cargo inh, marked with its call; z-score; measured here: cytoplasmic GR-EGFP intensity; active compounds read high
# Dynein cargo inh nuclear GR-EGFP = further read-out of Dynein cargo inh, marked with its call; z-score; measured here: nuclear GR-EGFP intensity;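 lower value marks the stronger effect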
# Dynein cargo inh cell count = recorded beside Dynein cargo inh, whose call it bears; z-score; measured here: cell count per field
# Ins promoter up cell count = second read-out of Ins promoter up, no call of its own (marks repeat the call); cell count; measured here: cytotoxicity, nuclei count;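 total cells summed across four imaged fields per well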
# Lipid droplet cells 6.5 µM = recorded beside Lipid droplet, whose call it bears; cell count; measured here: cell count, cytotoxicity flag;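 cells counted across two imaged fields per well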
# b-catenin transl cell count 5 µM = further read-out of b-catenin transl, marked with its call; cell count; measured here: cell count, cytotoxicity flag
# T cell modulator vesicle-bound % = second read-out of T cell modulator, no call of its own (marks repeat the call); double positive events, %; measured here: CD8+ vesicle-bound cell fraction;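 binding gate set so that unloaded-vesicle control wells show 10% double positive cells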
# MT stabilizer Hoechst-high % = recorded beside MT stabilizer, whose call it bears; % Hoechst-high responders; measured here: nuclear condensation Hoechst responders;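 share of cells brighter than vehicle mean plus two SD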
# MT stabilizer cytotoxicity % = second read-out of MT stabilizer, no call of its own (marks repeat the call); toxicity, %; measured here: cytotoxicity by cell density;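 0% = mean cell density of plate MIN control wells and 100% = no cells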
# Myeloid diff 2 GFP+ MAC1+ % = also measured in Myeloid diff 2; calls as there; GFP+ MAC1+ double positive, %; measured here: differentiation confirmed by MAC1 staining
# Starred values were filed as active, the others as inactive; i = inactive; / = not tested or not shown; + = active, no number.
SMILES,Ins promoter up,Ins promoter up cell count,T cell modulator,T cell modulator vesicle-bound %,b-catenin transl,b-catenin transl cell count 5 µM,TNAP activation fold,human PMI inhibition,Myeloid diff 2,Myeloid diff 2 GFP+ MAC1+ %,Dynein cargo inh,Dynein cargo inh cytoplasmic EGFP,Dynein cargo inh nuclear GR-EGFP,Dynein cargo inh cell count,Lipid droplet,Lipid droplet cells 6.5 µM,MT stabilizer,MT stabilizer Hoechst-high %,MT stabilizer cytotoxicity %
CC(C)Cn1c(=O)c2ccccc2n2c(SCC(=O)N3c4ccccc4CC3C)nnc12 (stereo not drawn),0.12,1254,i,35,2.2,932,1.2,15%,i,1.0,0.47,-0.22,0.57,-0.77,-19,570,2.5,1.9,8.3
O=C(c1ccc2c(c1)OCCO2)N1CCN(Cc2ccccc2)CC1,-0.59,1668,i,28,-1.2,1256,1,5%,i,0.9,-0.35,-0.21,-0.84,-0.47,/,/,5.9,1.5,0.1
O=C(O)COc1ccccc1/C=N/Nc1ccc(S(=O)(=O)Nc2ccc(Cl)cc2)cc1[N+](=O)[O-],-0.59,1230,i,56,-2.5,1103,0.8,5%,i,0.6,0.097,-0.26,0.35,-0.039,-4,691,6.3,2.4,9.1
O=C(NCc1ccccc1)C1COc2ccccc2O1 (stereo not drawn),-0.03,1323,i,50,-2.0,533,1.1,-13%,i,0.8,1.5,-0.23,0.62,0.86,-24,711,2.7,1.9,5.1
COc1ccc2nc(Nc3nc(CSc4nnnn4-c4ccccc4)cc(=O)[nH]3)nc(C)c2c1,-0.43,906,i,59,/,/,1.3,-6%,i,2.1,-0.78,-0.32,-0.19,1.5,18,778,8.3,3.5,15
COc1ccc(NC(=O)CSc2nc(N)c3cc4c(nc3n2)CCCC4)c(OC)c1,-0.42,1307,i,10,2.0,1360,1.1,-5%,i,8.6,0.83,-0.19,1,0.13,/,/,5.4,2.9,5.8
FC(F)(F)COc1nc(N2CCOCC2)nc(N(c2ccccc2)c2ccccc2)n1,/,/,i,15,5.7,422,1.1,12%,i,5.6,-0.091,-0.3,-0.34,1.3,51*,706*,3.8,1.9,6.5
Cc1ccc(Oc2ccc(Cl)cc2NC(=O)c2cnccn2)cc1,0.46,833,i,20,3.4,1010,1,0%,+,3.7*,0.32,-0.12,0.19,0.66,2,827,3.0,1.6,3.5
COc1cccc(C(=O)c2c[nH]c(C(=O)NCc3ccco3)c2)c1,-0.33,1928,i,38,1.2,1052,1.1,10%,i,0.9,-0.42,-0.19,-0.51,0.64,27,691,3.2,2.2,6.6
CCN(CC)C(=O)CN(c1cccc(C(F)(F)F)c1)S(C)(=O)=O,0.28,868,i,23,-3.8,1224,1,8%,i,0.5,1.3,-0.22,0.78,-1.5,-1,764,1.2,1.5,7.1
CCc1nnc(NC(=O)CSc2nnc(C)n2CC2CCCO2)s1 (stereo not drawn),-0.21,1327,i,11,0.3,1180,1.1,14%,i,0.7,0.84,-0.23,0.59,0.059,0,763,1.6,1.7,5.3
CCCN(CCC)S(=O)(=O)c1ccc(C(=O)NCc2ccc3c(c2)OCO3)cc1,-0.18,1111,i,33,-5.7,1151,1.2,1%,i,0.7,-0.2,-0.19,0.0016,0.19,/,/,2.8,3.5,9.5
CCCCN(CC)C(=O)C1CCC(=O)N(c2ccc(OC)cc2)C1c1ccc(OC)c(OC)c1 (stereo not drawn),/,/,i,25,/,/,/,/,i,1.0,2.5,-0.44,1,-0.54,/,/,4.4,1.6,13
O=C(NNC(=S)Nc1ccccc1C(F)(F)F)c1ccc(Br)o1,0.81,1422,i,15,4.4,987,2.4,2%,i,0.7,-1,-0.32,-0.33,0.7,-7,709,3.2,2.0,5.0
Cc1ccc(SCc2cn3cccnc3n2)cc1,1.6,1335,i,7,-4.1,871,1,12%,i,0.6,0.78,-0.11,0.71,-0.9,/,/,2.0,1.8,5.0
O=C(CSc1nc(-c2ccccc2)cc(=O)[nH]1)Nc1ccccn1,0.58,1475,i,41,-0.6,1013,1,9%,i,1.2,1.4,0.29,1.9,-3.4,0,621,3.7,1.6,2.3
CC(C)CNS(=O)(=O)c1cc(C(=O)OCC(=O)c2ccc3c(c2)OCCO3)c(Cl)cc1Cl,0.34,1212,i,64,-2.0,535,1.1,-9%,i,0.6,-0.92,-0.3,-0.83,0.76,-20,642,5.5,2.7,3.3
COc1ccccc1C(=O)N/C(=N/c1nc(C)cc(C)n1)Nc1ccccc1,-1.4,1367,i,10,-5.7,1227,/,/,i,0.2,-0.62,-0.25,-0.39,0.8,4,718,/,/,/
Cn1cnc2cc(NS(=O)(=O)c3ccc(Br)cc3)ccc21,-0.77,1220,i,50,-5.0,1233,1,5%,i,0.4,-0.2,0.41,0.35,-0.71,12,694,4.3,2.9,31
Cc1ccc(COCC(CC(C)C)N2CCN(C(=O)c3cccc(C(F)(F)F)c3)CCC2=O)cc1 (stereo not drawn),0.28,1214,i,47,-2.8,558,1,-8%,i,1.4,0.081,-0.25,0.34,0.52,-33,759,2.7,2.4,14
COc1cc(-c2nnc(SCC(=O)Nc3cc(C)on3)n2C)cc(OC)c1O,-1.2,1233,i,21,-1.8,854,1.1,4%,i,2.5,0.16,-0.22,0.1,0.2,/,/,2.0,2.3,5.6
O=C(C1=NN[C@@H]2C(=O)N(c3cccc(F)c3)C(=O)[C@H]12)C(c1ccccc1)c1ccccc1,0.16,1567,i,39,-0.9,1148,1,8%,i,0.4,-0.36,0.23,-0.058,0.23,3,670,4.9,2.0,9.8
CCOC(=O)C(C)Sc1ncc(-c2ccccc2)cn1 (stereo not drawn),2.8,1242,i,44,0.8,1043,1.1,5%,i,0.4,-0.79,-0.27,-0.34,0.51,/,/,1.6,1.5,5.9
Cc1ccc(NC(=O)Cn2cccc2)cc1Cl,0.16,1371,i,15,0.7,1009,1.1,1%,i,6.4,0.92,0.44,0.69,-0.99,-1,668,2.8,2.1,4.4
Cc1ccc(C)c(NS(=O)(=O)c2cc(C(N)=O)ccc2C)c1,/,/,i,23,/,/,1.1,36%,i,1.8,0.83,-0.065,0.35,0.032,-8,734,1.9,2.2,4.3
N#Cc1cccc(NC(=O)Nc2cccs2)c1,-0.88,1542,i,16,0.7,1373,1.1,0%,i,1.0,0.65,-0.35,0.41,-0.31,/,/,2.8,2.4,8.3
Cc1sc2nc(CSCC(=O)N(CCC#N)c3ccccc3)[nH]c(=O)c2c1C,1.3,1259,i,32,-1.9,1128,1.2,-28%,i,0.3,-0.68,0.092,-0.37,0.78,0,694,1.9,2.2,8.8
CN1/C(=C/C=N/NC(=O)c2ccc([N+](=O)[O-])cc2)C(C)(C)c2ccccc21,-0.32,1401,i,57,0.2,931,0.7,-8%,i,0.3,0.74,-0.26,0.41,0.14,-1,629,3.4,0.7,3.6
S=C(NC1CCCC1)N1CCN(c2cccc(Cl)c2)CC1,-0.04,1590,i,60,-7.1,1166,1.2,3%,i,0.1,-1,-0.06,-0.5,0.86,15,670,4.9,2.1,2.8
Cc1nc(N)ncc1C(=O)Nc1ccccc1,-1.3,1219,i,43,1.9,1046,1.1,-12%,i,0.8,0.84,0.15,1.4,-2.4,-2,732,1.1,1.5,0.4
CC1CCC2(CC1)NC(=O)N(CC(=O)Nc1ccc3c(c1)OCCO3)C2=O (stereo not drawn),-0.2,1632,i,56,-1.3,1032,1.1,-13%,i,0.3,0.85,-0.18,0.58,-0.4,0,677,2.9,1.2,10.0
COc1ccc(C(c2nnnn2C2CCCC2)N2CCC(C)CC2)cc1 (stereo not drawn),-0.28,1179,i,39,1.1,1141,1,15%,i,1.0,-0.4,-0.22,-0.028,0.36,-13,806,3.2,2.8,8.0

# Molecules listed so far that have a thiophene ring, fused or not (2):
SMILES,Ins promoter up,Ins promoter up cell count,T cell modulator,T cell modulator vesicle-bound %,b-catenin transl,b-catenin transl cell count 5 µM,TNAP activation fold,human PMI inhibition,Myeloid diff 2,Myeloid diff 2 GFP+ MAC1+ %,Dynein cargo inh,Dynein cargo inh cytoplasmic EGFP,Dynein cargo inh nuclear GR-EGFP,Dynein cargo inh cell count,Lipid droplet,Lipid droplet cells 6.5 µM,MT stabilizer,MT stabilizer Hoechst-high %,MT stabilizer cytotoxicity %
N#Cc1cccc(NC(=O)Nc2cccs2)c1,-0.88,1542,i,16,0.7,1373,1.1,0%,i,1.0,0.65,-0.35,0.41,-0.31,/,/,2.8,2.4,8.3
Cc1sc2nc(CSCC(=O)N(CCC#N)c3ccccc3)[nH]c(=O)c2c1C,1.3,1259,i,32,-1.9,1128,1.2,-28%,i,0.3,-0.68,0.092,-0.37,0.78,0,694,1.9,2.2,8.8
